GPT2 inh = inhibitors of human GPT2 alanine aminotransferase | Recombinant GPT2, coupled pyruvate oxidase/HRP Amplex Red fluorescence | 0.25% of 100,000 active | Potency, µM (top dose mostly 57.7 µM), without a hit: at the highest dose activity change, negative = inhibition, hits mostly inhibitors; note: potency is the fitted concentration of half-maximal effect; nearly all actives have a fitted effect of over 60% in size; many of its hits are not listed in these tables
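Fluorescence read-out: pyruvate from GPT2 turnover coupled to pyruvate oxidase, HRP and Amplex Red (0.2mM ThPP, 0.2U/mL PO and HRP, 50uM Amplex final). Substrates 250uM a-KG, 2mM L-alanine; enzyme 10ng/uL; 30 min RT.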
SNCA expr inhib = SNCA gene expression inhibition; HEK-293 SNCA-luciferase knock-in, luminescence, 24 h; Potency, µM (highest dose often 57.2 µM), inactives show at the highest dose activity change, negative = inhibition, hits mostly inhibitors; 0.17% of 140,000 active;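 note: potency is the fitted concentration of half-maximal effect; plate controls were DMSO cells for no effect and cell-free wells for full effect; nearly all actives have a fitted effect of over 45% in size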
FLuc inh = blocks purified firefly luciferase enzyme activity. P08659. purified P. pyralis luciferase, luminescence, biochemical. Potency, µM (doses to about 115 µM), inactives show at the highest dose activity change, negative = inhibition, actives largely listed as inhibitors. 2.5% of 76,000 active; note: potency is the fitted concentration of half-maximal effect; nearly all actives have a fitted effect of over 65% in size
Target sequence (P08659 whole entry, looked up): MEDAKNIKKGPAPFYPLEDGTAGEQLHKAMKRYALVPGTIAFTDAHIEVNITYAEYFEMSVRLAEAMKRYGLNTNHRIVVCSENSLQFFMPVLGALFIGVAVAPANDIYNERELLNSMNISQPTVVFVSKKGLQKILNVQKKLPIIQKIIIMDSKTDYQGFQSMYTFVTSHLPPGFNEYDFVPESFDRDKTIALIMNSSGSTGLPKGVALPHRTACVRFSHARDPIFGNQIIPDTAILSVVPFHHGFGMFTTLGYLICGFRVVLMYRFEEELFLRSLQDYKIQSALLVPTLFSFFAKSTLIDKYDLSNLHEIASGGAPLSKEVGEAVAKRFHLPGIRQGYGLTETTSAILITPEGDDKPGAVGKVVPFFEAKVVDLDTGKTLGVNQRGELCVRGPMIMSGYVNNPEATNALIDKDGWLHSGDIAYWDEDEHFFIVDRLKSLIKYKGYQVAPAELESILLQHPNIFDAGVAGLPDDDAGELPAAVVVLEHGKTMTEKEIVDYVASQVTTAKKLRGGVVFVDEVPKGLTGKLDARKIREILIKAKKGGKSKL
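Inhibitors were tested against purified firefly luciferase in a biochemical, low-substrate format (both substrates at 10uM) and luminescence measured with a CCD imager.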
NIH3T3 tox = NIH 3T3 cell cytotoxicity. 4.3% of 94,000 active. Potency, µM (doses to about 96.7 µM), without a hit: top-dose activity change, negative = cytotoxicity, hits mostly inhibitors. AID 1345082. NIH 3T3 viability, CellTiter-Glo ATP luminescence, 48-72 h; note: potency is the fitted concentration of half-maximal effect; nearly all actives have a fitted effect of over 55% in size
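NIH 3T3 cells at 400 cells/well received 23 nL of compound by pintool and were incubated 48 or 72 h at 37 °C. Viability was read as ATP-coupled CellTiter-Glo luminescence.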
HEK293 tox = cytotoxic compounds in HEK 293 cells; 6.6% of 94,000 active; HEK 293 viability, ATP luminescence (CellTiter-Glo), 48-72 h; AID 1345083; Potency, µM (highest dose often 115 µM), for inactives: at the top dose activity change, negative = cytotoxicity, hits mostly inhibitors; note: potency is the fitted concentration of half-maximal effect; nearly all actives have a fitted effect of over 60% in size
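ATP-coupled CellTiter-Glo luminescence served as viability read-out, recorded 10 min after reagent addition at room temperature. HEK 293 cells, 250 cells/well, had been incubated with pintool-transferred compound for 48 or 72 hr at 37 degree Celsius.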
SNCA viab count = cell viability loss counter-screen; HEK-293-SNCA-luc viability, GF-AFC fluorescence, 24 h; Potency, µM (titrated, usually from 57.1 µM), without a hit: at the highest dose activity change, negative = cytotoxicity, actives largely listed as cytotoxic; 0.12% of 150,000 active; AID 1671193;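 note: potency is the fitted concentration of half-maximal effect; 0% = DMSO-treated cells and -100% = medium-only wells without cells; nearly all actives have a fitted effect of over 30% in size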
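HEK-293-SNCA-luc cells (1500/well) plated 24 h, then exposed 24 h to a dilution series; GF-AFC added 30 min at 37C, fluorescence 405/540 nm; normalised to medium-only and DMSO wells, Hill fit.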
IP6K1 inhibitor = blocks human inositol hexakisphosphate kinase 1; Q92551; IP6K1 kinase, ADP-Glo luminescence, 2 h; hits give low values; activity change, % (series mostly up to about 58 µM); 0.81% of 140,000 active; AID 1645851; in the data active = activity change below about -25%
Target sequence (Q92551 whole entry, looked up): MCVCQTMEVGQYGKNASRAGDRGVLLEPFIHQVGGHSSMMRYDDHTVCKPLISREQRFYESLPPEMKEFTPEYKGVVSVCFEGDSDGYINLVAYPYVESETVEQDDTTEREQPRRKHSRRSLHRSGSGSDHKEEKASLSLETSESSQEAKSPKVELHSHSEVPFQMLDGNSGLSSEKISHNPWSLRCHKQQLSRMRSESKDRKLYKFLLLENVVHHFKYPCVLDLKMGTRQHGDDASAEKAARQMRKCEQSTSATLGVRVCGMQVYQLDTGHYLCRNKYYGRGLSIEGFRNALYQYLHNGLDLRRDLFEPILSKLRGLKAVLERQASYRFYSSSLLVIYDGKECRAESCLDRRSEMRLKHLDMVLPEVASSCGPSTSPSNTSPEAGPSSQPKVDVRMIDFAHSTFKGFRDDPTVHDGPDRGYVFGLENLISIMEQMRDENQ
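ADP-Glo luminescence measures ADP made by human IP6K1 during a 2 h RT reaction with ATP/IP6 (mix at 1.3 mM/130 uM); top library doses 57.5 and 19.1 uM final.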
Starred values were filed as active, the others as inactive; i = inactive; u = inconclusive; x = no result given; [ ] = another dose, or the depositor's remark. Unless noted, calls come from the whole dose curve; as a rule, active = well fitted curve in the direction sought with a large enough effect; inconclusive = small, poorly fitted or top-dose-only effect, or another doubt; inactive = no such curve, though single readings can be large; an effect the other way counts as inactive or inconclusive. Unless noted, % is set by controls: 0 for no effect and ±100 for the full control effect. The list is partial, so the mix of outcomes need not match the whole.

Fields – GPT2 inh | SNCA expr inhib | FLuc inh | NIH3T3 tox | HEK293 tox | SNCA viab count | IP6K1 inhibitor
1	CC(=O)N1CCCC(c2nn(-c3ccccc3)c(=O)[nH]2)C1 (stereo not drawn)
 : i | 12%[87.6 µM] | 1%[172 µM] | -16%[138 µM] | -10%[172 µM] | -10%[87.6 µM] | 11
2	O=S(=O)(c1ccccc1)N1CCCC(c2nc(CCOCC3CCCC3)no2)C1 (stereo not drawn)
 : 3% | -15% | 0% | -26% | u | 8% | 0
3	COc1ccc(F)cc1-c1ccc(CN2CCC(NC(=O)c3ccccn3)C2)cc1 (stereo not drawn)
 : x | x | x | 45µM* | u | x | -2
4	CC(C)(C)C(=O)Nc1cc(-c2cccnc2)nn1-c1ccccc1
 : i | -27%[87.6 µM] | x | u | u | -2%[87.6 µM] | -5
5	COc1ccc(C(=O)N[C@@H]2CN(C)C[C@H]2CN(C)C)c(C)c1
 : 4% | -8% | -1% | i | i | -5% | -9
6	Fc1ccc(-c2noc3ncnc(Nc4ccc(F)cc4F)c23)cc1
 : x | 67%[activator] | x | x | x | 5% | 15
7	COc1cccc(NC(=O)CN2C(=O)CC(c3ccco3)Sc3ccccc32)c1 (stereo not drawn)
 : x | -2% | x | x | x | 3% | -8
8	O=C(c1ccc(OC(F)(F)F)cc1)N1CCC(c2n[nH]c(=O)n2-c2ccccc2)CC1
 : i | -23% | 0% | -20% | -15% | 10% | -4
9	CC1(COc2ccc(CC3SC(=O)NC3=O)cc2)CCCCC1 (stereo not drawn)
 : -18% | 20%[25.6 µM] | x | x | x | -11%[23.9 µM] | 1
10	CN(c1ccccc1)c1ccc2nnc(-c3cc(C(=O)N4CCCCC4)ccn3)n2n1
 : -13%[88.5 µM] | 9%[87.6 µM] | -14%[172 µM] | -95%[138 µM] | u | -14%[87.6 µM] | -22
11	CCc1ccc(NC(=O)N2CCN(c3nnc(C)c4c(C)n(-c5ccc(Cl)cc5)nc34)CC2)cc1
 : x | -11% | x | x | x | -14% | -16
12	CC(CCC1(O)OC2CC3C4CC=C5C[C@@H](O[C@@H]6O[C@H](CO)[C@@H](O[C@@H]7O[C@@H](C)[C@H](O)[C@@H](O)[C@H]7O)[C@H](O)[C@H]6O[C@@H]6O[C@@H](C)[C@H](O)[C@@H](O)[C@H]6O)CC[C@]5(C)C4CC[C@]3(C)[C@@]2(O)[C@@H]1C)CO[C@@H]1O[C@H](CO)[C@@H](O)[C@H](O)[C@H]1O (stereo partly drawn)
 : i | x | x | x | x | -1%[12.5 µM] | 8
13	COc1ccc(NC(=O)C(CC(C)C)NS(=O)(=O)c2ccc3c(c2)oc(=O)n3C)cc1Cl (stereo not drawn)
 : x | 14% | x | x | x | 23% | -9
14	CCc1cccc(C)c1NS(=O)(=O)c1ccc2c(c1)CC(C)N2C(=O)C1CC1 (stereo not drawn)
 : x | -16% | x | x | x | 3% | -3
15	COc1ccccc1NC(=O)CSc1ccc(-c2sc(C)nc2C)nn1
 : x | 13% | x | x | x | -23% | -14
16	CCC1(O)CCC12CCN(C(=O)c1cccc(C)c1)CC2 (stereo not drawn)
 : 1% | 20% | -2% | 1% | -3% | -2% | -11
17	COCc1c(C(=O)N2CCCC3(CCC(=O)N(C4CC4)C3)C2)noc1C (stereo not drawn)
 : i | 2% | -4% | -23% | -3% | -12% | 16
18	O=S(=O)(c1ccccc1)N1CCC(CCOc2ccccc2)C1 (stereo not drawn)
 : -9% | -21% | x | u | 79µM* | 12% | -6
19	Cn1c(=O)c2c(n3ncnc13)NC(=O)CC2c1cccc(F)c1 (stereo not drawn)
 : x | 55%[activator] | x | x | x | -22% | 4
20	CCCCN(C)CCCNC(=O)c1cc(=O)[nH]c2ccc(S(=O)(=O)N3CCCCC3)cc12
 : x | -2% | x | x | x | 2% | -1
21	O=C(c1nc2cccnc2n(C2CCCCC2)c1=O)N1CCN(c2ncccn2)CC1
 : -3% | 6% | x | -22% | 1% | 0%[12.5 µM] | -6
22	CC(C)=CCC/C(C)=C/COCC1OC(n2ccc(=O)[nH]c2=O)C(O)C1O (stereo not drawn)
 : i | x | x | x | x | 0% | 0
23	Cc1ccc(CNC(=O)N2CCC(Cn3c(C)cnc3C3CCOCC3)CC2)cc1
 : 1% | 2% | 9% | 2% | i | u | -4
24	COc1ccc(OC)c(CNC(=O)C2CCCN(c3ncnc4onc(-c5ccc(F)cc5)c34)C2)c1 (stereo not drawn)
 : x | -7% | x | x | x | 5% | -11
25	C[C@@H](N[C@H]1CCCC[C@@H]1NC(=O)c1ccc(Cl)cc1)c1cccc2ccccc12
 : 5% | x | x | x | x | u | 27
26	CC(C)N1CCN(C(=O)CCC[C@@H]2[C@H]3CCCN4CCC[C@@H](CN2C(=O)c2ccccc2)[C@@H]34)CC1
 : i | 5% | 0% | -26% | -18% | -6% | -2
27	O=C(CN1C(=O)NC2(CCOCC2)C1=O)Nc1ccc(Cl)cc1
 : i | -14% | -15% | -16% | -2% | u | 18
28	COc1ccc(C(=O)N2CCn3c(nnc3[C@@H]3C[C@@H](O)CN3C(C)C)C2)c(OC)c1
 : i | -20% | 6% | 2% | 1% | 7%[12.5 µM] | 1
29	COc1ccc(CNC(=O)CCc2cn(Cc3cc(C)ccc3C)c3ccccc23)cc1OC
 : x | u | x | x | x | 5% | 32
30	COc1ccc(C2=Nc3ccccc3N(CC(=O)Nc3cccc(C(C)=O)c3)C(=O)C2)cc1
 : x | 85%[activator] | x | x | x | -20% | 2

The listing continues.
Fields – GPT2 inh | SNCA expr inhib | FLuc inh | NIH3T3 tox | HEK293 tox | SNCA viab count | IP6K1 inhibitor
31	O=C(Cn1c(=O)c2cccn2c2ccc(F)cc21)N1CCN(c2ccccc2F)CC1
 : x | 25% | x | x | x | 1% | -6
32	Cc1nnc(-c2cc(N3C[C@@H](C)O[C@@H](C)C3)ccn2)n1C1CCCCC1
 : u | -6%[87.6 µM] | -17%[172 µM] | u | -23%[172 µM] | 4%[87.6 µM] | 3
33	O=[N+]([O-])c1cc(-c2nc(-c3ccccc3)no2)ccc1N1CCN(c2ccccc2)CC1
 : x | 25% | x | x | x | 1% | 8
34	COc1ccc(CN2Cc3[nH]nc(-c4ccnn4C)c3CC2=O)cc1
 : -2%[88.5 µM] | -2%[87.6 µM] | -4%[172 µM] | u | 112µM* | 5%[87.6 µM] | 22
35	Cc1cccc(CC(=O)N2CCN(c3cc(-c4cccs4)[nH]n3)CC2)c1
 : i | -18% | -7% | u | u | -8% | 19
36	CC1(c2ccccc2)N(Cc2cccnc2)C(=O)OC12CCN(C(=O)c1ccc(Oc3ccccc3)cc1)CC2 (stereo not drawn)
 : -21% | -32% | -6% | u | 25µM* | -29% | -1
37	CCN(CC)C(=O)[C@@H]1CCC[C@@H](NC2CCN(C)CC2)CN(C)C(=O)C1
 : -7%[88.5 µM] | -17%[87.6 µM] | 2%[172 µM] | 0%[174 µM] | 1%[172 µM] | 1%[87.6 µM] | -11
38	CCc1ccc(NC(=O)C2=C(C)C(=O)OC23CCCCC3)cc1
 : x | -13% | x | x | x | 3% | 32
39	C=CCN1CCN(Cc2cccc(OCC(O)CN(C)C3CCCCC3)c2)CC1 (stereo not drawn)
 : -1% | -3% | 15% | -21% | u | -13% | 2
40	O=C(NCCc1cccs1)c1ccc(Cn2c(SCc3cccc(F)c3)nc3cccnc32)cc1
 : x | 11% | x | x | x | -19% | 1
41	O=C(NCCCc1ccccc1)c1ccc2nnc(-c3cncc(Cl)c3)n2c1
 : -2% | 5% | x | u | u | -17% | 5
42	Cc1cc(C)cc(-n2c(SCC(=O)N3CCCC3)nc3c([nH]c4ccccc43)c2=O)c1
 : x | 33%[activator] | x | x | x | -1% | 4
43	CN(Cc1ccccc1)C(=O)CN1C(=O)COc2ccc(C(=O)COc3ccccc3F)cc21
 : -27% | -19% | -13% | -30% | 50µM* | u | 10
44	O=S1(=O)c2cccnc2OC(COc2ccccc2)CN1Cc1cccs1 (stereo not drawn)
 : i | -3%[25.6 µM] | x | 28µM* | u | -2%[23.9 µM] | 9
45	CCOCCCNC(=O)CCc1nnc2ccc(N3CCN(c4cccc(OC)c4)CC3)nn12
 : x | 29% | x | x | x | -8% | 15
46	CN(C)c1cccc(C(=O)Nc2ccc3ncnc(N4CCCCC4)c3c2)c1
 : 5% | 1% | -3% | u | u | -12% | 3
47	O=C(CCNC(=O)c1cnccn1)NC1CCCc2c1[nH]c1ccccc21 (stereo not drawn)
 : 1% | -13% | -4% | -1% | -8% | 10% | 0
48	Cc1ccccc1-c1noc(-c2ccccc2OCC(=O)Nc2ccccc2[N+](=O)[O-])n1
 : x | -14% | x | x | x | 5% | -18

Some of the entries so far, in markdown:
| nr | Structure | GPT2 inh | SNCA expr inhib | FLuc inh | NIH3T3 tox | HEK293 tox | SNCA viab count | IP6K1 inhibitor |
| --- | --- | --- | --- | --- | --- | --- | --- | --- |
| 48 | Cc1ccccc1-c1noc(-c2ccccc2OCC(=O)Nc2ccccc2[N+](=O)[O-])n1 | x | -14% | x | x | x | 5% | -18 |
| 31 | O=C(Cn1c(=O)c2cccn2c2ccc(F)cc21)N1CCN(c2ccccc2F)CC1 | x | 25% | x | x | x | 1% | -6 |
| 33 | O=[N+]([O-])c1cc(-c2nc(-c3ccccc3)no2)ccc1N1CCN(c2ccccc2)CC1 | x | 25% | x | x | x | 1% | 8 |

Looked up above:
In NIH3T3 tox, O=S1(=O)c2cccnc2OC(COc2ccccc2)CN1Cc1cccs1 (stereo not drawn) has 28µM*
In SNCA expr inhib, CCc1ccc(NC(=O)C2=C(C)C(=O)OC23CCCCC3)cc1 has -13%
In GPT2 inh, CN(Cc1ccccc1)C(=O)CN1C(=O)COc2ccc(C(=O)COc3ccccc3F)cc21 has -27%
In IP6K1 inhibitor, O=C(CCNC(=O)c1cnccn1)NC1CCCc2c1[nH]c1ccccc21 (stereo not drawn) has 0
In SNCA viab count, CCOCCCNC(=O)CCc1nnc2ccc(N3CCN(c4cccc(OC)c4)CC3)nn12 has -8%
In IP6K1 inhibitor, Cc1ccccc1-c1noc(-c2ccccc2OCC(=O)Nc2ccccc2[N+](=O)[O-])n1 has -18

High-throughput results: PubChem, National Center for Advancing Translational Sciences (NCATS)
